H9c2 protect = protects H9c2 cardiomyocytes from peroxide injury | 0.63% of 360,000 active | AID 588492 | H2O2 injury protection, ATPLite, 2 h | protection from H2O2 cell death, % at 20 µM;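 active = compounds giving at least 50% protection of heart cells from peroxide-induced death in the single-dose screen, raw or plate-pattern-corrected value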;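 also: 0% = DMSO wells with peroxide and 100% = DMSO wells without peroxide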
iPSC survival up = enhancers of human iPSC single-cell survival | 0.044% of 360,000 active | survival enhancement, % at 20 µM | AID 602274 | hiPSC single-cell survival, ATPlite luminescence; 100% = ROCK inhibitor wells, 0% = DMSO; in the data active = survival enhancement above about 18%;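 also: cells exposed to compounds for 16 hours before the ATP read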
HTR2A ag = mouse HTR2A agonism via beta-arrestin recruitment; P35363; CHO-K1 mHTR2A beta-arrestin complementation, luminescence; percent of 30 µM serotonin response; activation, % at 7.6 µM; 0.66% of 360,000 active;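 active = activation above a run cutoff, the mean activation of all tested compounds plus 3 SD, cut at about 14% in these data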;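 also: 0% = plate median of compound wells and 100% = 30 µM serotonin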
ABHD5-PLIN5 inh = ABHD5-PLIN5 protein interaction inhibition; Q00G26+Q8WTS1; 0.78% of 360,000 active; Split G. princeps luciferase complementation, luminescence, 4 h; inhibition, % at 4 µM; AID 602281;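 active = inhibition above the mean inhibition across every tested compound plus 3 SD, cut at about 22% in these data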;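 also: 0% = DMSO only wells and the 100% control is not disclosed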
Target sequence (Q00G26 whole entry, looked up): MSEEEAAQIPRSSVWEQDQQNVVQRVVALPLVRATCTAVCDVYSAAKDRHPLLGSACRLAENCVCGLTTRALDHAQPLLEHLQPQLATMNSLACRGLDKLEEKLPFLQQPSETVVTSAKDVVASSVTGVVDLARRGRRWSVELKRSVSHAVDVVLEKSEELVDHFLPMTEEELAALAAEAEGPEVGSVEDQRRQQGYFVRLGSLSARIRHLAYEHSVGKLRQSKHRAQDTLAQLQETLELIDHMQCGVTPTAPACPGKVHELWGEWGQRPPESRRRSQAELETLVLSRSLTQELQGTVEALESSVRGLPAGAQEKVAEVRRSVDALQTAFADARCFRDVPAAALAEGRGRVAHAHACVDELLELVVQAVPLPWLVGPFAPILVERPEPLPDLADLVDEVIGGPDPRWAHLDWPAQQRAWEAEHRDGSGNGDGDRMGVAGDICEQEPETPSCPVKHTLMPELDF
Target sequence (Q8WTS1 whole entry, looked up): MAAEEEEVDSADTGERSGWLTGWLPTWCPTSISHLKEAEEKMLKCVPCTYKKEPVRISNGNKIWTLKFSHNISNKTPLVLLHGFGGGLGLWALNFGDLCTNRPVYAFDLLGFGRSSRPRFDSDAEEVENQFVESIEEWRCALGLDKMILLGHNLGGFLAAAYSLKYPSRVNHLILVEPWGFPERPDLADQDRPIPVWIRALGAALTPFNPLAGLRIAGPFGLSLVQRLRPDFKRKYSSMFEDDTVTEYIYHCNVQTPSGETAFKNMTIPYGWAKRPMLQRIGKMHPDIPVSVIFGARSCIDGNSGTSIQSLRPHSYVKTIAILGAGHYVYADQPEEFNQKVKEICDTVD
MC4R antag cAMP = human MC4R antagonism in cAMP assay. P32245. MC4R-expressing cells, MTII-stimulated cAMP, LANCE TR-FRET. inhibition, % at 6.5 µM. 0.48% of 360,000 active. AID 540295;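 active = inhibition above its plate's cutoff, the mean of tested wells on that plate plus 3 SD, cut at about 29% in these data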;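 also: 0% = Melanotan II alone and 100% = Melanotan II plus saturating MCL0020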
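Material: U2OS-MC4R stable cell line | Reagent: Melanotan II challenge after compound preincubation | Doses: One concentration, 6.5 µM nominal | Incubation: 30-min compound preincubation, 1-h Melanotan II challenge, 1-h detection, room temperature | Signal: TR-FRET cAMP assay | Replicates: One well per compound, no replicates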
Exocytosis inh = blocks lytic granule exocytosis; TALL-104 LAMP-1 surface exposure, flow cytometry; cells stimulated with thapsigargin and PMA; inhibition, % at 10 µM; 0.66% of 360,000 active; AID 651702;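 active = inhibition above about 55%, limit read from the data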
Glyco luc inh = N-linked glycosylation inhibition. 0.23% of 360,000 active. reporter increase, % at 12.5 µM. AID 588692. D54 ERlucT glycosylation luciferase reporter, 24 h; percent of 100 nM tunicamycin response;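 active = mean luciferase reporter signal, scaled so untreated is 0 and the glycosylation-blocking control 100, at or above a set limit in every replicate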;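 also: luciferase carries N-glycosylation sites so blocking glycosylation raises the light; 0% = median of neutral control wells and 100% = median of 100 nM tunicamycin wells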
MC4R ag barr = human MC4R agonism via beta-arrestin. activation, % at 8.9 µM. U2OS MC4R beta-arrestin complementation, luminescence; percent of melanotan II response, DMSO zero. P32245. 0.98% of 360,000 active;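 active = activation above a per-plate cutoff, the mean activation of sample wells on that plate plus 3 SD, cut at about 8% in these data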
ABCB6 inh 2 = human ABCB6 transporter inhibition; K562-ABCB6 porphyrin accumulation, flow cytometry, 1 h; stronger effect = lower value; fluorescence ratio to DMSO, % at 10 µM; 0.19% of 360,000 active; AID 602162;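 active = fluorescence ratio to DMSO below 75%, the collection mean minus 3 SD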;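 also: signal is porphyrin accumulated inside mitochondria; 100% equals median channel fluorescence of DMSO control wells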
aDG glyco act = alpha-DG glycosylation activation; 0.22% of 360,000 active; AID 624168; Pro5-aDG cells, alpha-DG glycosylation AlphaScreen (IIH6); 0% Pro5, 100% B10-LARGE cell signal; activation, % at 10 µM;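 active = activation of at least 8% versus controls, or a plate z-score of at least 8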;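 also: Pro5 are CHO cells carrying HIG-tagged alpha-DG that lacks glycosylation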
The depositor's hits bear a star; / = not tested or not shown.

SMILES | H9c2 protect | iPSC survival up | HTR2A ag | ABHD5-PLIN5 inh | MC4R antag cAMP | Exocytosis inh | Glyco luc inh | MC4R ag barr | ABCB6 inh 2 | aDG glyco act
CC(C)Oc1ccc(F)cc1-c1cc(C(=O)N2CCc3ccccc3C2)[nH]n1 | -4 | 1.3 | -8 | -9 | 6 | 0 | -2 | -0.2 | 101 | 0.4
CC1(OC(=O)C2CCCC2)C(=O)C=C2C=C(c3ccsc3)OC=C2C1=O (stereo not drawn) | -1 | 2.8 | 5 | 3 | -3 | 9 | 6 | -1.1 | 102 | -0.3
COc1ccccc1C(=O)N1[C@@H](C(C)C)COc2cc(Br)ccc2S1(=O)=O | -10 | 4.9 | 6 | -2 | 20 | 2 | -5 | -1.5 | 98 | -0.1
CC(C)(C)NC(=O)C(c1ccncc1)n1c(=O)c(-c2ccco2)nc2ccccc21 (stereo not drawn) | / | / | 0 | 48* | / | -10 | / | / | / | -0.1
Cc1ccc(C(=O)N2CCCCC2)cc1S(=O)(=O)N1CCOCC1 | 1 | -0.2 | 8 | 1 | 10 | 1 | 1 | -0.4 | 107 | -0.1
O=C(CC1C(=O)NCCN1Cc1c(F)cccc1Cl)NCCc1ccccn1 (stereo not drawn) | 2 | -0.9 | -1 | 4 | -1 | 0 | 1 | -1.0 | 99 | 0.3
CC1CCCC1/C(=N/O)c1ccccc1 (stereo not drawn) | -4 | -0.6 | 4 | -3 | 4 | -10 | 2 | -0.8 | 91 | 0.1
O=C(N/N=C/c1cc(Br)cs1)c1c[nH]c2ccccc12 | 1 | -0.1 | -6 | -12 | 2 | 10 | 5 | 2.8 | 101 | 0.1
CCCCCCn1c(COc2ccccc2F)nnc1SCC(=O)N1c2ccccc2NC(=O)C1(C)C | -14 | -1.6 | -18 | 5 | 8 | 75* | -1 | 1.4 | 92 | 0.7
CCCNC(=O)NC(=O)COC(=O)c1ccc(S(=O)(=O)N(C)c2ccccc2OC)cc1 | 5 | 4.1 | -4 | -1 | -1 | -1 | 5 | -3.2 | 97 | -0.4
CCOC(=O)c1c(C)[nH]c(C(=O)Nc2cc(OCC)c(N3CCOCC3)cc2OCC)c1C | 1 | -0.1 | 1 | -10 | 9 | -2 | 3 | -2.0 | 88 | -0.6
O=C1NC(=O)C2(N1)C(=O)c1cccc3cccc2c13 (stereo not drawn) | 3 | 1.5 | -6 | -8 | 11 | -6 | 1 | -1.9 | 106 | -0.6
O=C(/C=C/Nc1ccc(Nc2ccccc2)cc1)c1cccs1 | -1 | 1.8 | -2 | 6 | 0 | 0 | 0 | 0.2 | 201 | -0.1
Cc1nn(Cc2ccccc2)c(C)c1/C=N/NC(=O)c1ccccc1O | -2 | -0.3 | -1 | -1 | 7 | -5 | 0 | -1.4 | 97 | -0.1
CC1CCc2sc3nc(N4CCN(CCO)CC4)n4ncnc4c3c2C1 (stereo not drawn) | 2 | 1.2 | -4 | -1 | 2 | -1 | 0 | -1.5 | 95 | 0.0
Cc1cc(NC(=O)Nc2cc(C)nn2-c2ccccc2)n(-c2ccccc2)n1 | 8 | -0.9 | -2 | 3 | 5 | -2 | 2 | -2.0 | 93 | -0.2
Cc1cc(=O)[nH]c(NCc2ccc(Cl)cc2)n1 | -4 | -0.3 | 1 | 4 | 1 | 0 | 0 | -1.5 | 100 | 0.0
O=C(c1ccc(SCc2ccco2)c([N+](=O)[O-])c1)N1CCOCC1 | 11 | -0.3 | -2 | 0 | 6 | -3 | 1 | -1.4 | 86 | -0.2
O=C(/C=C1\SC(=O)N(CC(=O)Nc2ccc(Cl)cc2)C1=O)Nc1ccc(F)cc1 | -3 | -1.5 | 4 | 0 | 3 | 8 | 3 | -2.2 | 95 | 0.0
Cc1[nH]c2ccccc2c1CN1CCC(CO)(Cc2ccccc2)CC1 | 4 | -1.4 | -2 | 4 | 8 | 1 | -4 | 0.0 | 102 | 0.0

Sorted by the number under ABHD5-PLIN5 inh (falling): 3 from the list above
mol,ABHD5-PLIN5 inh
Cc1[nH]c2ccccc2c1CN1CCC(CO)(Cc2ccccc2)CC1,4
CC1CCc2sc3nc(N4CCN(CCO)CC4)n4ncnc4c3c2C1 (stereo not drawn),-1
CCOC(=O)c1c(C)[nH]c(C(=O)Nc2cc(OCC)c(N3CCOCC3)cc2OCC)c1C,-10

Additional records:
SMILES | H9c2 protect | iPSC survival up | HTR2A ag | ABHD5-PLIN5 inh | MC4R antag cAMP | Exocytosis inh | Glyco luc inh | MC4R ag barr | ABCB6 inh 2 | aDG glyco act
Cc1ccc(-n2c(C(C)n3nc(C)c([N+](=O)[O-])c3C)n[nH]c2=S)cc1 (stereo not drawn) | -5 | -1.3 | 2 | -2 | -1 | 1 | 2 | -2.3 | 61* | -0.2
CCN(C(=O)COC(=O)c1cc2c(s1)CCCCC2)C1CCS(=O)(=O)C1 (stereo not drawn) | 3 | 0.1 | 6 | -4 | 6 | -4 | -3 | -4.3 | 98 | -0.4
CCOC(=S)N/C(=N\S(C)(=O)=O)c1ccccc1 | 2 | -0.5 | 3 | 3 | 0 | 5 | 1 | -0.9 | 89 | 0.2
CC(=O)Oc1ccc2c(C)cc(=O)oc2c1C(=O)c1ccccc1 | 27 | -1.7 | 0 | 6 | 10 | 4 | -1 | 0.9 | 99 | 0.0
COc1ccc(CC(=O)N2CCc3ccccc32)cc1 | -10 | -0.7 | -3 | 3 | -12 | 2 | -1 | -1.7 | 96 | 0.0
C[C@@H]1CN([C@H](C)CO)C(=O)CCCn2nncc2CO[C@H]1CN(C)Cc1cccnc1 | -1 | -1.6 | 4 | 4 | 7 | 3 | 4 | -0.3 | 98 | 0.0
Cc1cc(C)c2oc(=O)cc(CN3CCN(Cc4ccccc4)CC3)c2c1 | 5 | -0.8 | -7 | -7 | 14 | -6 | -4 | -1.4 | 101 | -0.1
CCOC(=O)Nc1c(O)ccc2oc(C)c(-c3ccccc3)c12 | 4 | -1.0 | 0 | -2 | 6 | -7 | -2 | 0.2 | 101 | 0.1
O=S(=O)(Nc1cccc2c1CCCC2)c1ccc(Cl)cc1 | -11 | -0.2 | -3 | -8 | 12 | 3 | 1 | 0.0 | 100 | 0.2
CC(=O)c1c(C)[nH]c(C(=O)CN2C(=O)NC(CCc3ccccc3)C2=O)c1C (stereo not drawn) | 20 | -0.1 | 6 | -4 | 17 | -3 | 0 | 0.7 | 94 | -0.1
O=C(O)c1ccccc1C(=O)NNc1cccc(Cl)n1 | -3 | 0.8 | 4 | -4 | -1 | -2 | 2 | -0.4 | 98 | -0.1
CCC(=O)Nc1nonc1-c1nc2ccccc2n1Cc1ccccc1 | -16 | -0.5 | 1 | 6 | 4 | -8 | 1 | 1.4 | 88 | 0.8
Cc1nn(S(=O)(=O)c2ccc(Br)cc2)c(C)c1S(=O)(=O)N1CCOCC1 | -3 | -0.6 | -2 | -4 | 12 | -8 | 1 | -2.5 | 98 | 0.2
O=c1cc(CN2CCc3ccccc32)c2ccc(O)cc2o1 | 27 | 0.9 | -2 | -6 | 10 | -3 | -4 | 0.5 | 93 | -0.3
COc1ccc(CC(=O)N/N=C(\C)c2cccs2)cc1OC | 5 | -0.3 | -3 | -3 | -2 | -1 | -3 | -3.7 | 96 | 0.2
CNCC(O)c1ccc(O)c(O)c1 (stereo not drawn) | -8 | 8.7 | 26* | -1 | -7 | -4 | -1 | -0.4 | 101 | 0.2
CCCC(=O)Nc1ccc2oc(-c3ccc(OC)c(Br)c3)nc2c1 | -8 | -0.2 | 2 | -2 | -1 | 3 | 12 | -0.2 | 94 | 0.4
COc1ccc(/C=C/CN2CCCC(CO)(Cc3cccc(Cl)c3)C2)cc1 (stereo not drawn) | -3 | -0.5 | -9 | 13 | 5 | 18 | 1 | -1.3 | 109 | 0.5
Cc1cccc(C)c1N1C(=O)c2ccccc2NC(=O)C1C(=O)Nc1ccc(N2CCOCC2)cc1 (stereo not drawn) | / | / | 2 | -5 | / | 15 | / | / | / | -0.1
CCCCn1nnc(N(C(=O)c2cccs2)C(=O)c2cccs2)n1 | 14 | 0.0 | 6 | 0 | 1 | -8 | 4 | -1.1 | 93 | 0.0
CC1CCC(NC(=O)c2cccc(S(=O)(=O)NCc3ccccc3)c2)CC1 (stereo not drawn) | -7 | -0.3 | 10 | -1 | 1 | -2 | 3 | -2.5 | 94 | 0.4
CC(=O)O[C@H]1C2OC(=O)C(C)=C2[C@@H]2OC(=O)[C@]3(CCC4OC41C)OC23 (stereo partly drawn) | 5 | -1.9 | -2 | -2 | 3 | -11 | 3 | -1.6 | 99 | -0.1
O=C(Nc1ccc(-n2cc(Br)cn2)cc1)c1ccncc1 | -6 | -0.2 | 9 | 3 | -2 | 2 | -2 | 1.8 | 100 | 0.0
O=C(CCNS(=O)(=O)c1ccccc1)Nc1ccccc1 | 2 | -0.6 | -4 | 0 | 7 | 0 | 0 | -1.6 | 95 | -0.1
CC(C)Cn1cnc2c1c(=O)[nH]c(=O)n2Cc1ccccc1 | 1 | 0.2 | -3 | -3 | 3 | 6 | 0 | -1.0 | 97 | 0.9
Clc1ccc(CSc2nnc(-c3ccccn3)n2Cc2ccco2)c(Cl)c1 | -10 | 0.0 | -3 | 11 | 1 | -4 | -2 | 0.4 | 99 | 0.1
O=C(COC(=O)c1ccccc1OCc1ccccc1Cl)NC1CCS(=O)(=O)C1 (stereo not drawn) | 1 | 0.5 | -4 | -5 | 5 | -1 | 1 | -1.1 | 98 | -0.1
CC(=O)c1cccc(Nc2nc3ccccc3n3cnnc23)c1 | 67* | -0.4 | 2 | -1 | -11 | -1 | 15 | -1.2 | 90 | -0.1
O=C(Cn1nc(C(F)(F)F)c2c1CCC2)N1CCN(c2ccccc2)CC1 | 5 | -1.5 | 0 | -3 | -10 | 2 | 2 | -1.1 | 104 | 0.2
COc1ccc(S(=O)(=O)N2CCCCC2)cc1NC(=O)Cc1sc(C)nc1-c1ccc(F)cc1 | -5 | -0.3 | -3 | 7 | -3 | 40 | -7 | -1.0 | 105 | 0.1
Cn1cccc1/C=C1\SC(=Nc2ccc(O)cc2)NC1=O | 22 | -0.2 | -1 | 12 | -31 | 7 | 16 | -1.6 | 97 | -0.1
O=C(NNC(=O)c1ccccc1O)c1ccc(NS(=O)(=O)c2ccc(F)cc2)cc1 | 34 | 0.1 | 0 | -3 | 1 | -3 | 0 | -1.0 | 98 | 0.2
O=[N+]([O-])c1ccccc1OCCCn1cnc2ccccc21 | -7 | -0.7 | -8 | 7 | -3 | -5 | -7 | -1.2 | 88 | 0.4
Cc1ccc(/C(N)=N/OC(=O)c2ccc(C)cc2Cl)cc1 | -19 | -3.7 | -4 | -1 | -7 | 0 | -15 | -0.9 | 97 | 0.2
CC(C)=NNC(=O)C1=NNC(=O)C1 | -1 | -0.2 | 0 | 4 | 19 | 0 | 0 | -0.9 | 99 | -0.1
CCN(CC)c1ccc(/C=N/N2CCOCC2)c(O)c1 | -2 | -1.6 | 2 | -5 | 6 | 0 | 2 | 0.9 | 106 | -0.1
Cc1ccc(CN2C(=O)CSc3ccc(C(=O)NC4CC4)cc32)cc1 | -1 | -0.7 | -3 | -1 | 10 | -1 | -3 | -2.1 | 96 | 0.2
